Screening results (PubChem BioAssay)
DT40 TDP1 no CPT: qHTS for Inhibitors of human tyrosyl-DNA phosphodiesterase 1 (TDP1): qHTS in cells in absence of CPT | DT40 Tdp1-/- hTDP1 cells, no CPT, ATP luminescence, 48 h | Potency, µM (titrated, usually from 46.2 µM), for inactives: top-dose activity change, negative = growth inhibition, actives largely listed as inhibitors | 15% of 420,000 active | AID 686978, 2013; note: nearly all actives have a fitted effect of over 55% in size
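Growth of hTDP1-complemented DT40 Tdp1-knockout cells is measured by ATP luminescence after at least 48 hr compound exposure at 37 °C, with DMSO substituting for the 20 nM CPT used in the parallel screen.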
DT40 TDP1 CPT: growth inhibition of DT40 Tdp1-/-;hTDP1 cells with camptothecin (screen for TDP1 inhibitors); chicken DT40 Tdp1-/-;hTDP1 cells + 20 nM CPT, ATP luminescence, 48 h; Potency, µM (top dose mostly 46.2 µM), for inactives: at the top dose activity change, negative = growth inhibition, actives largely listed as inhibitors; 12% of 420,000 active; AID 686979; note: nearly all actives have a fitted effect of over 55% in size
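Chicken DT40 Tdp1-/- cells stably complemented with human TDP1 were seeded at 400 cells/well in medium containing 20 nM camptothecin, exposed to pin-transferred compounds, and grown at 37 °C for at least 48 hr. Viability was read as ATP luminescence.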
TDP1 block: TDP1 (human) enzyme inhibition. Q9NUW8. recombinant TDP1, AlphaScreen DNA substrate cleavage. Potency, µM (series often up to 130 µM), for inactives: top-dose activity change, negative = inhibition, most hits filed as inhibitors. 0.28% of 350,000 active; note: nearly all actives have a fitted effect of over 40% in size
Target sequence (Q9NUW8 whole entry, looked up): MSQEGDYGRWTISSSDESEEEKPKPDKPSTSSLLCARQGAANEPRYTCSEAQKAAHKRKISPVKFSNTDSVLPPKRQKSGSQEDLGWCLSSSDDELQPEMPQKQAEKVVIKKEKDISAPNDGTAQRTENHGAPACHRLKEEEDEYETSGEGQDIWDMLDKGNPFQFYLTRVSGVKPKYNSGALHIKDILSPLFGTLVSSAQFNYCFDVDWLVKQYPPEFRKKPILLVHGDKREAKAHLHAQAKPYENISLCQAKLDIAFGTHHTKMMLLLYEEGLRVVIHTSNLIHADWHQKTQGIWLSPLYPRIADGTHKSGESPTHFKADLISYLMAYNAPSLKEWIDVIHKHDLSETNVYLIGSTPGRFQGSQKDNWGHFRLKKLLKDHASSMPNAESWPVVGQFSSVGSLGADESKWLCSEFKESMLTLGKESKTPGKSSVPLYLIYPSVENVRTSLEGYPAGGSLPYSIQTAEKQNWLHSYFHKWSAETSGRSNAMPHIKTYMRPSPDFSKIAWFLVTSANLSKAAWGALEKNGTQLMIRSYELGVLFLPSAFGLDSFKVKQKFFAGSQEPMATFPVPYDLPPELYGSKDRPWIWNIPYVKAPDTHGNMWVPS
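Here, a 5' biotin and 3' phosphotyrosine-FITC DNA oligonucleotide reports Tdp1 activity: intact substrate bridges AlphaScreen beads, while cleavage leaves a 3' phosphate and drops signal. All incubations at room temperature.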
Active calls of the source: *; ? = inconclusive; · = no result given; & = joins results of further samples; [ ] = another dose, or the depositor's remark. Calls come from the whole dose curve; as a rule, active = well fitted curve in the direction sought with a large enough effect; inconclusive = small, poorly fitted or top-dose-only effect, or another doubt; inactive = no such curve, though single readings can be large; an effect the other way counts as inactive or inconclusive. % is set by controls: 0 for no effect and ±100 for the full control effect; potency is the fitted concentration of half-maximal effect.

SMILES	DT40 TDP1 no CPT	DT40 TDP1 CPT	TDP1 block
CCCCc1ccc(S(=O)(=O)NC(=O)C2(C)CCN2C(=O)c2c(C)noc2C)cc1 (centres undefined)	-11%	-16%	·
COc1ccc(C2CC(C(F)(F)F)n3nc(C(=O)O)c(Cl)c3N2)cc1OC (centres undefined)	4%	9%	7%
Cc1ccc(/C=N/n2c(-c3ccc(Cl)cc3)n[nH]c2=S)s1	16µM*	?	·
Cc1c(NC(=O)c2nc3ccccc3nc2N2CCCCC2)cccc1[N+](=O)[O-]	?	?	-2%
O=C(CCCCCCCCN1C(=O)c2ccccc2C1=O)N1CCOCC1	-21%	-8%	·
CC12CN3CC(C)(CN(C1)C3c1ccc(Cl)cc1Cl)C2O (centres undefined)	?	?	2%
CN(C)CCNC(=O)c1[nH]c(C(F)(F)F)nc1-c1ccccc1	6%	4%	·
COc1ccccc1C(=O)NCCn1cc(SCc2ccc(C)cc2)c2ccccc21	?	23µM*	5%
O=C(Nc1cccc(F)c1)c1ccc2c(c1)OCCO2	?	-9%	·
COc1cc(C)nc(Oc2ccc(OCCOc3ccc(C)cc3)nn2)n1	-28%	?	-10%
O=C(OC(c1ccc(NS(=O)(=O)c2ccccc2)cc1)(C(F)(F)F)C(F)(F)F)c1ccccc1	?	?	3%
CC(C)(C)c1cc(S(=O)(=O)CCc2ccncc2)cc(C(C)(C)C)c1F	?	-11%	1%
Cc1ccc(NC(=O)Cn2nnc(C(=O)NCc3ccc4c(c3)OCO4)c2N)cc1	22%	0%	-5%
Cn1c(CN2CCCCC2)nc2cc(NS(=O)(=O)c3ccc(F)cc3)ccc21	?	-16%	7%
CC(=O)C(C)Oc1ccc2c3c(c(=O)oc2c1C)CCCC3 (centres undefined)	?	?	5%
N#C/C(=C\c1ccc(-c2ccc(F)cc2F)o1)c1nc2ccccc2[nH]1	13µM*	23µM*	-4%[12.3 µM]
Cc1ccccc1C(=O)NC1CCCCCCC1	2%	-4%	1%
CC(C)CC(=O)N1CCN(Cc2ccc3c(c2)OCO3)CC1	-16%	-20%	·
Cc1cccc(C2(c3cccc(C)c3)CC2C(=O)Nc2ccc([N+](=O)[O-])cc2O)c1 (centres undefined)	5.2µM*	8.2µM*	7%
CC1S/C(=N\N=C\c2cccc([N+](=O)[O-])c2)N(C(C)(C)C)C1=O (centres undefined)	?	?	·
COc1cc(NC(=O)Cc2cccs2)ccc1-n1cnnn1	-9%	-1%	-6%
CCOC(=O)c1c(-c2ccccc2)csc1NC(=O)c1cc(S(=O)(=O)N2CCOCC2)ccc1C	?	7.3µM*	6%
Cn1c2c(c(=O)n(C)c1=O)C1c3ccccc3OCC1C(C)(C)O2 (centres undefined)	-21%	-25%	-3%
COC(=O)Cc1nnc(NC(=O)c2ccccc2)s1	-28%	-8%	3%
CCOC(=O)c1cc(CC)sc1NC(=O)c1cc([N+](=O)[O-])ccc1N1CCOCC1	1.3µM*	3.7µM*	5%
The list continues.
SMILES	DT40 TDP1 no CPT	DT40 TDP1 CPT	TDP1 block
COc1ccc(CC(=O)Nc2cccc(SC)c2)cc1OC	9.2µM*	12µM*	6%
COc1ccc(/C(C)=N/NC(=O)c2nnn(-c3nonc3N)c2-c2cccs2)cc1OC	12%	0%	0%
NC(=O)CC(NC(=O)Cc1cccc2ccccc12)c1ccc(NC2CCCC2)c([N+](=O)[O-])c1 (centres undefined)	-12%	3%	·
C=CCc1ccc(OCCn2cncn2)c(OC)c1	1%	9%	·
Cc1oc(-c2ccccc2F)nc1CSCC(=O)N1CCN(c2ccccc2)CC1	9.2µM*	21µM*	8%
COc1cccc(OCC(O)CNC(=O)c2oc3c(C)c(C)ccc3c2C)c1 (centres undefined)	?	?	7%
CC(/C=C/c1ccccc1)=N\NC(=O)c1ccncc1	-14%	-19%	6%
CC(=O)Nc1ccc(-c2cn3cc(C)ccc3n2)cc1	4%	9%	-1%
CCOc1ccc(CCNC(=O)COC(=O)/C=C/c2ccc(OCC#N)c(OC)c2)cc1OCC	-3%	0%	4%
CN1CCN(c2oc(-c3ccccc3)nc2S(=O)(=O)c2ccccc2)CC1	4%	5%	0%
Cc1ccc2nc(N3CCC(C(=O)NCc4ccc(F)cc4)CC3)[nH]c2c1	?	?	0%
COc1cccc(N2CCN(C3CC(=O)N(c4ccc(Cl)c(Cl)c4)C3=O)CC2)c1 (centres undefined)	?	-23%	3%
CCOC(=O)C1=CCN(S(=O)(=O)c2ccccc2Br)C1c1cccc(C)c1 (centres undefined)	?	?	·
COc1cccc(Cn2c(=O)n(-c3ccc(Br)cc3F)c(=O)c3sc4ccccc4c32)c1	?	9.2µM*	-2%
O=C(CC12CC3CC(CC(C3)C1)C2)Nc1nncs1	-8%	-12%	3%[56.1 µM]
C=CCN1C(=O)[C@@H]2Cc3c([nH]c4ccccc34)C(c3cc(OC)c(OC)c(OC)c3)N2C1=S (some centres undefined)	?	?	·
CCN(CC)C(=O)c1ccc2c(c1)N(Cc1c(F)cccc1Cl)C(=O)c1ccccc1S2	?	?	2%
O=C(Nc1ccc(S(=O)(=O)Nc2ccccn2)cc1)c1ccc(Cl)cc1Cl	-3%	-6%	·
CN1C(=O)C(O)(CC(=O)c2ccccc2O)c2cc(Br)ccc21 (centres undefined)	5.8µM*	5.2µM*	4%&2%
Cc1ccc(NC(=O)Cn2nnc(C(=O)NCc3ccc4c(c3)OCO4)c2N)cc1Cl	5%	-11%	1%
Cc1ccc(Cl)cc1N1CCN(CCNC(=O)Nc2ccccc2Cl)CC1	12µM*	16µM*	0%
COc1cccc(C2/C(=C(\O)c3ccc4c(c3)OCCO4)C(=O)C(=O)N2CCN(C)C)c1 (centres undefined)	-4%	18%	0%
Cc1ccc(S(=O)(=O)N(C)C)cc1NC(=O)CN1c2cccc3cccc(c23)S1(=O)=O	?	-24%	4%
O=C(CC(=O)c1cccc([N+](=O)[O-])c1)Nc1ccccc1Cl	?	-5%	1%
CCc1nc(-c2ccc(OC)c(OC)c2)cc2cc(OC)c(OC)cc12	21µM*	16µM*	-3%

Given as labelled records: entries from further up.
SMILES: NC(=O)CC(NC(=O)Cc1cccc2ccccc12)c1ccc(NC2CCCC2)c([N+](=O)[O-])c1 (centres undefined)
  DT40 TDP1 no CPT: -12%
  DT40 TDP1 CPT: 3%
  TDP1 block: ·
SMILES: CCOc1ccc(CCNC(=O)COC(=O)/C=C/c2ccc(OCC#N)c(OC)c2)cc1OCC
  DT40 TDP1 no CPT: -3%
  DT40 TDP1 CPT: 0%
  TDP1 block: 4%

The list goes on:
SMILES	DT40 TDP1 no CPT	DT40 TDP1 CPT	TDP1 block
Cc1nonc1NC(=O)CSc1nc2cc(Cl)ccc2c2c1CCCC2	?	-25%	5%
Cc1cc(Cl)n2nc(C)c(-c3ccc(Cl)cc3)c2n1	?	?	3%
O=C(O)C(O)[C@@](O)(Cc1ccc(O)cc1)C(=O)O (some centres undefined)	-5%	-11%	5%[56.1 µM]
O=C(Nc1ccc(C(=O)O)cc1)/C(=C\C=C\c1ccccc1)NC(=O)c1ccccc1Br	-1%	12%	2%
COc1ccccc1CNc1nc(-c2cccc(C#N)c2)nc2ccccc12	?	?	·
Cc1ccc(Cc2c(-c3cccc(Br)c3)nc3c(C)cc(Br)cn23)cc1	?	-23%	·
CCOc1ccc(-n2c(-c3ccccc3)c[nH]c2=S)cc1	?	?	9%
O=C(O)CCn1c(-c2ccccn2)nc2ccccc21	-1%	29%	1%
C=CC[C@H](CC(=O)N[C@H](CO)Cc1ccccc1)C(=O)N[C@H](COC(=O)[C@H](CC=C)CC(=O)OC(C)(C)C)Cc1c[nH]c2ccccc12	?	?	1%
Cc1nc2nc(C)c(CCC(=O)NC3CCCCC3)c(C)n2n1	-5%	24%	2%
O=C1Nc2ccccc2C(=O)C1(Cl)Cc1ccccc1 (centres undefined)	5.2µM*	6.5µM*	8%
CC(C)C(NS(=O)(=O)c1ccc2c(c1)oc(=O)n2C)C(=O)N1CCN(c2ccccc2F)CC1 (centres undefined)	-28%	-2%	0%
Cc1ccc2cccc(NC(=O)COc3ccccc3[N+](=O)[O-])c2n1	-15%	-12%	9%
Cn1ncc(Cl)c1C(=O)N1CCCc2ccccc21	-14%	-3%	-1%
CCCCc1c(C)nc2ccc(C(=O)OCC)cc2c1Cl	?	?	5%
O=c1[nH]n2cc(-n3cc([N+](=O)[O-])cn3)cnc2c1Br	6%	4%	3%
COc1nc(N(C)C)nc(-n2nnc(C(C)=O)c2C)n1	-15%	3%	2%
COc1ccc(NC(=O)N(C)C[C@H]2Oc3ccc(NC(=O)Nc4c(C)noc4C)cc3C(=O)N([C@H](C)CO)C[C@@H]2C)cc1	-4%	2%	1%
Cc1ccccc1OC1=NS(=O)(=O)c2ccccc21	?	?	3%&0%
CCc1nc(SCC(=O)Nc2cccc(C(F)(F)F)c2)c2c(=O)n(C)c(=O)n(C)c2n1	9.2µM*	?	4%
COCCn1c(SCC(=O)Nc2ccc(C)cc2C)nc2c(oc3ccccc32)c1=O	-23%	-13%	1%
CC(OC(=O)CCN=C1NS(=O)(=O)c2ccccc21)C(=O)NCc1ccccc1 (centres undefined)	?	-4%	-1%[0.505 µM]
Cc1nc2ccc(NS(=O)(=O)c3ccc(Br)cc3)cc2s1	5.2µM*	13µM*	0%
COc1ccc(C(=O)Nc2ccc(N3CCN(Cc4ccccc4)CC3)cc2)cc1	-17%	-14%	-8%
COc1cccc(CC2(CO)CCN(S(=O)(=O)c3ccc(OC)cc3OC)CC2)c1	?	?	·
Cc1ccc(C)c2sc(NC(=O)CN3C(=O)CCC3=O)nc12	6%	-5%	·

2 entries from above, with values under each structure.
Fields: DT40 TDP1 no CPT	DT40 TDP1 CPT	TDP1 block
O=C1Nc2ccccc2C(=O)C1(Cl)Cc1ccccc1 (centres undefined)
  5.2µM*	6.5µM*	8%
COc1ccccc1CNc1nc(-c2cccc(C#N)c2)nc2ccccc12
  ?	?	·

Structural class: those above containing bromine (7)
SMILES	DT40 TDP1 no CPT	DT40 TDP1 CPT	TDP1 block
CCOC(=O)C1=CCN(S(=O)(=O)c2ccccc2Br)C1c1cccc(C)c1 (centres undefined)	?	?	·
COc1cccc(Cn2c(=O)n(-c3ccc(Br)cc3F)c(=O)c3sc4ccccc4c32)c1	?	9.2µM*	-2%
CN1C(=O)C(O)(CC(=O)c2ccccc2O)c2cc(Br)ccc21 (centres undefined)	5.8µM*	5.2µM*	4%&2%
O=C(Nc1ccc(C(=O)O)cc1)/C(=C\C=C\c1ccccc1)NC(=O)c1ccccc1Br	-1%	12%	2%
Cc1ccc(Cc2c(-c3cccc(Br)c3)nc3c(C)cc(Br)cn23)cc1	?	-23%	·
O=c1[nH]n2cc(-n3cc([N+](=O)[O-])cn3)cnc2c1Br	6%	4%	3%
Cc1nc2ccc(NS(=O)(=O)c3ccc(Br)cc3)cc2s1	5.2µM*	13µM*	0%
